FEN1 inhibitor – qHTS Assay for the Inhibitors of Human Flap endonuclease 1 (FEN1). Recombinant FEN1 flap cleavage, fluorescence, 15 min. P39748. actives 0.35% (n = 390,000). AID 588795, 2011. Potency, µM (titrated, usually from 114 µM), inactives show at the top dose activity change, negative = inhibition, usual class: inhibitors; also: nearly all actives have a fitted effect of over 65% in size
Target sequence (P39748 whole entry, looked up): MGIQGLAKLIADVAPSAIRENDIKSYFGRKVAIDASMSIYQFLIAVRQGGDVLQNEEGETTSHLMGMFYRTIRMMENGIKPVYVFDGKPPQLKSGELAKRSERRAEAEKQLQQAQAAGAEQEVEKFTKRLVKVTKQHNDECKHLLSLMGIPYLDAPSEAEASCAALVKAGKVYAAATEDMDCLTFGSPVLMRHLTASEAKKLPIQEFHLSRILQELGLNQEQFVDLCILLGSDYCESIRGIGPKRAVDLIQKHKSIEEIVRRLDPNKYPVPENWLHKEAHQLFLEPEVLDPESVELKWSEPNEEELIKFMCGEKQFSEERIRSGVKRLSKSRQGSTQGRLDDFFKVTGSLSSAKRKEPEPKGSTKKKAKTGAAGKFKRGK
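Compounds are tested as a concentration series against 10 nM FEN1; after a 15 min room-temperature preincubation, 50 nM substrate starts cleavage, with plate reads at 0 and 15 min. Normalized responses are fitted by a Hill equation.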
TDP1 block – qHTS Assay for Inhibitors of Tyrosyl-DNA Phosphodiesterase (TDP1). Tyrosyl-DNA phosphodiesterase 1 (Homo sapiens), Q9NUW8. recombinant TDP1, AlphaScreen DNA substrate cleavage. Potency, µM (titrated, usually from 130 µM), for inactives: at the highest dose activity change, negative = inhibition, actives largely listed as inhibitors. actives 0.28% (n = 350,000); also: nearly all actives have a fitted effect of over 40% in size
Target sequence (Q9NUW8 whole entry, looked up): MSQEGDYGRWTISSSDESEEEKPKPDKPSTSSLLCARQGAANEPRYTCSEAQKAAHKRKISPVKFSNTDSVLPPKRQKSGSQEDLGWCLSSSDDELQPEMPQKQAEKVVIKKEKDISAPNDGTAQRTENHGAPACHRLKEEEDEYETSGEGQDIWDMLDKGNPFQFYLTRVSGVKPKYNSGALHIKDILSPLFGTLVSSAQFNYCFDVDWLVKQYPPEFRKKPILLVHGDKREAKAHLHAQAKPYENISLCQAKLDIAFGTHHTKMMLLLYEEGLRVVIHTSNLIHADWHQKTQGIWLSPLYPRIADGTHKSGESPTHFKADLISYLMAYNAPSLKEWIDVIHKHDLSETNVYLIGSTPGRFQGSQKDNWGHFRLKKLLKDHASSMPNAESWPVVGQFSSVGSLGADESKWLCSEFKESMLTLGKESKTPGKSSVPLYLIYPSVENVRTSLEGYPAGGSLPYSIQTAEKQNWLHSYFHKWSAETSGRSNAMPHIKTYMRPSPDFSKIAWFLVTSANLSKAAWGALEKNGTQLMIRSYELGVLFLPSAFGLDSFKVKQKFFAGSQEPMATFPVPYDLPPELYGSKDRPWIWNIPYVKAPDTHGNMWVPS
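E. coli-derived human Tdp1, 1 nM final. Cpd preinc 15 min RT; substrate 15 nM final, 5 min RT; AS bead mix 10 ug/ml final, 10 min RT. Signal loss = tyrosine-FITC cleavage. No-enzyme wells = max signal.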
N370S GC mod – qHTS Assay for Inhibitors and Activators of N370S glucocerebrosidase as a Potential Chaperone Treatment of Gaucher Disease. Potency, µM (titrated, usually from 59.4 µM), inactives show top-dose activity change, negative = inhibition, usual class: inhibitors. Lysosomal acid glucosylceramidase (Homo sapiens), P04062. AID 2101, 2009. actives 0.092% (n = 330,000). N370S GC spleen homogenate, 4MU-glucoside fluorescence;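 also: 0% = full enzyme activity and -100% = no enzyme basal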
Numbers without * were called inactive; ? = inconclusive; . = no result given; & = joins results of further samples; [ ] = another dose, or the depositor's remark. Calls follow the shape of the dose curve; as a rule, active = well fitted curve in the direction sought with a large enough effect; inconclusive = small, poorly fitted or top-dose-only effect, or another doubt; inactive = no such curve, though single readings can be large; an effect the other way counts as inactive or inconclusive. Unless noted, % is scaled to controls: 0 for no effect and ±100 for the full control effect; potency is read from the fitted curve at half-maximal effect.

Second line of a record – FEN1 inhibitor, TDP1 block, N370S GC mod
C=CCNC(=S)N(CC=C)C1CCS(=O)(=O)C1 (stereo not given)
→ -2%, -1%, 10%
O=C(NC(C(=O)c1ccccc1)N1CCOCC1)c1ccccc1 (stereo not given)
→ -4%, 4%, 2%
CCCCn1c(NCCN(C)C)nc2c1c(=O)[nH]c(=O)n2C
→ -13%, 4%, 5%
CCc1nc2ccc(C(=O)NCCc3ccccc3OC)cc2nc1CC
→ 5%&-11%, 8%&-3%, 1%
COc1ccc(C2Nc3ccccc3C(=O)N2c2ccc(C)cc2)cc1Cn1cc([N+](=O)[O-])cn1 (stereo not given)
→ -8%, 5%, 29%
O=C(O)c1ccccc1NS(=O)(=O)c1ccc2c3c(cccc13)C(=O)N2
→ -10%, -2%, 5%
O=C(Nc1cc(Cl)ccc1O)c1cc2n(n1)C(C(F)(F)F)CC(c1ccc3c(c1)OCO3)N2 (stereo not given)
→ 11%, 3%, 4%
O=C(N/N=C1/CC2C=CCC12)c1ccco1 (stereo not given)
→ 9%, -8%, 1%
CCC(CC)C(=O)Nc1cccc(SC)c1
→ ., 3%, 19%
COc1ccc(N2CCN(c3oc(COc4ccc(Cl)cc4Cl)nc3C#N)CC2)cc1
→ -1%, 7%, 5%
CC(=O)N1CCc2cc(S(=O)(=O)NCCC(=O)NC3CCCCCC3)ccc21
→ 24%, 1%, 2%
Cn1c(=O)c2c(nc(N/N=C/c3ccc(OC(=O)c4ccco4)cc3)n2Cc2ccccc2Cl)n(C)c1=O
→ 28%, 3%, 0%
CCCCn1c(N)c(N(CCOC)C(=O)c2ccc(N3CCCC3)c([N+](=O)[O-])c2)c(=O)[nH]c1=O
→ 4%, 0%, -2%
COc1ccc(OC)c(S(=O)(=O)NCC(c2ccco2)N2CCc3ccccc32)c1 (stereo not given)
→ -16%, -12%[0.505 µM], -6%
CCOc1ccc2[nH]c(=O)c(C(c3nnnn3Cc3ccco3)N3CCC(C)CC3)cc2c1 (stereo not given)
→ 9%, 0%, 2%
CC1(c2ccc(OC(F)F)cc2)NC(=O)N(CC(=O)Nc2ccccc2)C1=O (stereo not given)
→ 4%, ., -7%
CCCCN(CC)Cc1ccc(CNS(=O)(=O)c2cc3c(cc2Cl)NC(=O)CO3)o1
→ 14%, 0%, .
CCOC(=O)C(CC)n1nnc2sc(-c3ccccc3)cc2c1=O (stereo not given)
→ -2%, -9%, .
CCCCOc1ccc(C(=O)NCC(=O)NCC(c2ccco2)N2CCCCC2)cc1 (stereo not given)
→ -4%, ., -10%
CCOC(=O)c1cnn(CC2CCCCC2)c1N
→ 1%, 1%, 21%
CC(=O)Oc1ccc2c(=O)c(-c3ccccc3)c(C)oc2c1
→ -2%, 5%, 6%
C=CCNC(=O)c1c(-c2c(F)cccc2Cl)noc1C
→ -5%, 5%, 13%
CC(=O)Nc1ccc(S(=O)(=O)Nc2nc3ccccc3nc2Cl)cc1
→ -3%, ., 4%
COc1cc([N+](=O)[O-])ccc1NC(=O)C[n+]1ccccc1C
→ 4%, -6%, ?
CC(C)(O)P(C)(=O)c1ccccc1 (stereo not given)
→ 7%, 2%, -3%
O=c1cnnc(N/N=C/c2ccc3c(c2)OCO3)[nH]1
→ -12%, 3%, 0%
Cc1cc2ccccn2c1C(=O)c1cccc([N+](=O)[O-])c1
→ -9%, 8%, ?
CC(C)OC(=O)CSc1nnc(-c2cccnc2)n1N
→ -2%, 1%, 4%
CCCCCC1CC(=O)N(Cc2ccccc2)C(=O)N1 (stereo not given)
→ 5%, 2%, 5%
CSc1ncccc1C(=O)N1CCN(S(=O)(=O)c2ccc(F)cc2)CC1
→ -10%, ., -3%

Some entries already given, limited to TDP1 block:
| structure | TDP1 block |
| --- | --- |
| Cc1cc2ccccn2c1C(=O)c1cccc([N+](=O)[O-])c1 | 8% |
| CC(C)OC(=O)CSc1nnc(-c2cccnc2)n1N | 1% |
| CCCCCC1CC(=O)N(Cc2ccccc2)C(=O)N1 (stereo not given) | 2% |

Later entries:
Second line of a record – FEN1 inhibitor, TDP1 block, N370S GC mod
Cc1nc2ccc(NC(=O)/C=C/C(=O)O)cc2nc1C
→ 6%, -2%, -5%
COc1cc(OC)c(OC)cc1/C=N/NC(=O)c1cnccn1
→ 7%, 6%, -1%
CCCC(=O)NC(Nc1ccc(S(=O)(=O)Nc2ncccn2)cc1)(C(=O)OCC)C(F)(F)F (stereo not given)
→ 1%, 0%, 2%
CCCCn1c(N)c(N(CC(C)C)C(=O)CCC2CCCCC2)c(=O)[nH]c1=O
→ -3%, 6%, 12%
Cc1ccc2c(CC(=O)Nc3c(C(=O)c4ccc(F)cc4)oc4ccccc34)coc2c1C
→ 10%, 2%, .
COc1ccc(CCNc2ccncn2)cc1
→ 23%, 1%, 11%
CCS(=O)(=O)N1CCC(C(=O)NC2CCCCCCC2)CC1
→ 4%, 0%, -2%
C=CCn1c(COc2ccccc2)nnc1SCC(=O)N/N=C/c1cc(Cl)ccc1O
→ -11%, 9%, -28%
CN1c2ccccc2-c2nc3ccccc3n2C1c1ccccn1 (stereo not given)
→ -8%, 7%, 6%
Cc1c(NC(=O)C2CCCN(S(=O)(=O)c3cnc[nH]3)C2)c(=O)n(-c2ccccc2)n1C (stereo not given)
→ 6%, 4%, -3%
O=C(Nc1ncc2c(n1)CC(c1cccc(Cl)c1)CC2=O)c1ccco1 (stereo not given)
→ 1%, 3%, -13%
COC(=O)c1cccc(N(C(=O)c2ccco2)C(C(=O)NC2CCCC2)c2ccco2)c1 (stereo not given)
→ -3%, 4%, 6%
Cn1c(C(F)(F)F)nc2c(=O)oc3ccccc3c21
→ -6%, 0%, 3%
CCCCCCCC(=O)NNC(=O)c1c(O)c2ccccc2n(CC)c1=O
→ -2%, 6%, 4%
CCOC(=O)c1[nH]c(C)c(/C(O)=C2\C(=O)C(=O)N(CCCN3CCOCC3)C2c2cccnc2)c1C (stereo not given)
→ -4%, -6%, 0%
COCCNC(=O)NC(=O)COC(=O)Cc1ccc2c(c1)OCCO2
→ 1%, -5%, 0%
CCOc1ccc(CCNC(=O)C2Cc3ccccc3N2C(=O)CC)cc1OCC (stereo not given)
→ 9%, 1%, .
CC1=NN(S(=O)(=O)c2ccc(F)cc2)C(=O)c2ccccc2O1
→ 0%, 2%, -4%
CC(C)c1cccc2nc3c(c(C(C)(C)C)c12)Cn1c-3cccc1=O
→ ., 8%, ?
COc1ccc(C(=O)CN2C(=O)NC(C)(c3ccccc3)C2=O)cc1OC (stereo not given)
→ -4%, -1%, 3%
O=[N+]([O-])c1ccc(Cl)c(S(=O)(=O)/N=C(/Sc2ccc(Br)cc2)c2ccccc2)c1
→ -11%, -19%, .
CCN(C(=O)c1cc(S(=O)(=O)N2CCc3ccccc32)cn1C)c1ccccc1
→ 6%, ., -1%
CCn1c(SCC(=O)Nc2cc(C)on2)nnc1-c1ccc(S(=O)(=O)N2CCN(C)CC2)cc1
→ -13%, 3%, -1%
COc1ccc(CC(=O)NNS(=O)(=O)c2cccc([N+](=O)[O-])c2)cc1OC
→ -11%, 12%, -6%
CN1CCN(NC(=O)c2cccc(S(=O)(=O)N3CCCCCC3)c2)CC1
→ -3%, 5%, -11%
CCN(CC)CCOc1ccc2c(c1)C(=NO)c1cc(OCCN(CC)CC)ccc1-2
→ 13µM*, -5%, 1%[12.8 µM]
O=C(NC1(O)C(=O)c2ccccc2C1=O)c1c(Cl)cccc1Cl
→ -19%, -2%, -2%
Cc1noc(C)c1CSc1nc2ccccc2nc1NS(=O)(=O)c1ccc(Cl)cc1
→ -8%, 6%, ?
O=C(CCc1ccc(S(=O)(=O)NCCc2ccccc2)cc1)Nc1ccc2c(c1)OCCO2
→ 13%, 3%, 4%
CCOc1ccc(Nc2nc(Cc3nnc(SCC(=O)NC4CCCC4)n3C)cs2)cc1
→ -14%, 6%, 2%

Additional entries
Second line of a record – FEN1 inhibitor, TDP1 block, N370S GC mod
Nc1nonc1-n1nnc(C(=O)c2ccccc2)c1-c1ccccc1
→ -17%, 7%, 6%
COc1ccc(OCC(O)CN2CCC(CN3C(=O)c4cccc5cccc(c45)C3=O)CC2)cc1 (stereo not given)
→ ?, 3%, 9%
CCCCc1nn2c(=O)cc(COC(=O)CNC(=O)COc3ccc(C)cc3)nc2s1
→ -5%, 8%, .
Cc1onc(-c2ccccc2)c1C(=O)OCC(=O)N(C)c1c(N)n(Cc2ccccc2)c(=O)[nH]c1=O
→ 14%, -10%[0.505 µM], 1%
COC(=O)C(=C/C=C/c1cccnc1)C(=O)OC
→ 1%, -1%, -5%
COc1ccc(NC(=O)COc2ccc(C(=O)NCc3cccnc3)cc2OC)cc1
→ 3%, 1%, .
Cc1ccc(NC(=O)C2CCN(C(=O)NC3CCCCC3)CC2)cc1Cl
→ 0%, 0%, 13%[2.35 µM]
CCCC(=O)NC(c1ccccc1)c1ccc2cccnc2c1O (stereo not given)
→ -15%, ., 2%
CCN(Cc1ccccc1)C(=O)c1cc2cc(OC)c(OC)cc2[nH]1
→ 1%, ., -2%
Cc1nc(NC(=O)C2CC2)sc1C(=O)NC1CCCCC1
→ 3%, 3%, ?
O=C(Nc1cccc(Cl)c1Cl)c1cc(S(=O)(=O)NCCc2ccccc2)ccc1F
→ -7%&-12%, -3%&3%, -4%
Cc1cc(C)cc(NC(=S)N(C)C)c1
→ 8%, 5%, 2%
N#Cc1ccc(-c2csc(NNC(=O)c3ccccc3)n2)cc1
→ -10%, 9%, -2%
CC(=O)c1ccc(N2CCN(C(=O)C(=O)c3cn(CC(=O)N4CCCCCC4)c4ccccc34)CC2)cc1
→ 0%, 2%, 4%
O=C(CN1CCCC1c1cccs1)Nc1cccc(S(=O)(=O)N2CCCC2)c1 (stereo not given)
→ 8%, 1%, .
CC(C)N(CCn1c(SCC(=O)N2CC(=O)Nc3ccccc32)nc2ccccc2c1=O)C(C)C
→ -5%, 5%, -9%
C=CCN=C1CC(C)(C)C(C(=O)OC)C(O)=C1C(=O)CCC (stereo not given)
→ -10%, 0%, -8%
CC(=O)/C(=C\N(C)C)Sc1ccc(C)cc1
→ -16%, ., -3%
CC(C)OC(=O)CSc1nnc(CNc2cccc(Cl)c2)n1C
→ 4%, 0%, 3%
COc1ccccc1/C=C1\SC(=S)N(Nc2nc(C)cc(C)n2)C1=O
→ -3%, 6%, -6%
COc1cc([N+](=O)[O-])ccc1NC(=O)N1CCN(c2cc(-c3noc(C)n3)ccc2C)CC1
→ 10%, 8%, .

An excerpt of these results, as comma-separated lines:
Compound,FEN1 inhibitor,TDP1 block,N370S GC mod
Cc1onc(-c2ccccc2)c1C(=O)OCC(=O)N(C)c1c(N)n(Cc2ccccc2)c(=O)[nH]c1=O,14%,-10%[0.505 µM],1%
COC(=O)C(=C/C=C/c1cccnc1)C(=O)OC,1%,-1%,-5%
COc1ccc(NC(=O)COc2ccc(C(=O)NCc3cccnc3)cc2OC)cc1,3%,1%,.
Cc1ccc(NC(=O)C2CCN(C(=O)NC3CCCCC3)CC2)cc1Cl,0%,0%,13%[2.35 µM]
CCCC(=O)NC(c1ccccc1)c1ccc2cccnc2c1O (stereo not given),-15%,.,2%
CCN(Cc1ccccc1)C(=O)c1cc2cc(OC)c(OC)cc2[nH]1,1%,.,-2%
Cc1nc(NC(=O)C2CC2)sc1C(=O)NC1CCCCC1,3%,3%,?
O=C(Nc1cccc(Cl)c1Cl)c1cc(S(=O)(=O)NCCc2ccccc2)ccc1F,-7%&-12%,-3%&3%,-4%
Cc1cc(C)cc(NC(=S)N(C)C)c1,8%,5%,2%
N#Cc1ccc(-c2csc(NNC(=O)c3ccccc3)n2)cc1,-10%,9%,-2%
CC(=O)c1ccc(N2CCN(C(=O)C(=O)c3cn(CC(=O)N4CCCCCC4)c4ccccc34)CC2)cc1,0%,2%,4%
O=C(CN1CCCC1c1cccs1)Nc1cccc(S(=O)(=O)N2CCCC2)c1 (stereo not given),8%,1%,.
CC(C)N(CCn1c(SCC(=O)N2CC(=O)Nc3ccccc32)nc2ccccc2c1=O)C(C)C,-5%,5%,-9%
C=CCN=C1CC(C)(C)C(C(=O)OC)C(O)=C1C(=O)CCC (stereo not given),-10%,0%,-8%
CC(=O)/C(=C\N(C)C)Sc1ccc(C)cc1,-16%,.,-3%
CC(C)OC(=O)CSc1nnc(CNc2cccc(Cl)c2)n1C,4%,0%,3%
COc1ccccc1/C=C1\SC(=S)N(Nc2nc(C)cc(C)n2)C1=O,-3%,6%,-6%
COc1cc([N+](=O)[O-])ccc1NC(=O)N1CCN(c2cc(-c3noc(C)n3)ccc2C)CC1,10%,8%,.

Compound activity (PubChem)
